# iPSC survival up: hiPSC single-cell survival enhancement | ATPlite luminescence; 100% = ROCK inhibitor wells, 0% = DMSO | 0.044% of 360,000 active | AID 602274 | survival enhancement, % at 20 µM; in the data active = survival enhancement above about 18%;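 also: cells exposed to compounds for 16 hours before the ATP read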
# aDG glyco up: alpha-DG glycosylation activation; Pro5-aDG cells, alpha-DG glycosylation AlphaScreen (IIH6); 0% Pro5, 100% B10-LARGE cell signal; activation, % at 10 µM; AID 624168; 0.22% of 360,000 active;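 active = activation of at least 8% versus controls, or a plate z-score of at least 8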;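 also: Pro5 are CHO cells carrying HIG-tagged alpha-DG that lacks glycosylation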
# HIF-2a block: HIF-2a inhibition. 786-0 RCC cells HIF-2a reporter, luciferase luminescence, overnight. inhibition, % at 18.8 µM. 0.72% of 360,000 active;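 active = inhibition of the luminescence signal of 40% or more relative to plate controls, in a single-dose primary screen at 18.75 µM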
# CaV13 ICDI inh: Disruptors of the CACNA1D IQ motif to Ca2+-dependent inactivation inhibitor domain association, primary screening, Förster resonance energy transfer in intact living … | HEK cells, CFP/YFP FRET ICDI-IQ, plate reader, 10 min; percent FRET-ratio fall versus neutral wells | inhibition, % at 12.3 µM | 0.098% of 340,000 active | AID 743397;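 active = mean replicate inhibition of at least 30% and at least 1% of replicates passing that level; inconclusive = only one of the two criteria is met; inactive = neither criterion is met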;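 also: 0% = median of the neutral control wells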
# NR2E3 ag-1: activates human NR2E3 receptor | Q9Y5X4 | CHO-S Gal4-NCOR/VP16-NR2E3 two-hybrid, luciferase | inhibition of corepressor binding, % at 3.98 µM | 0.35% of 360,000 active | AID 602229;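 active = inhibition above the mean of all tested compounds plus 3 SD, cut at about 70% in these data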;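 also: 0% = DMSO with NR2E3 transfected cells and 100% = cells lacking NR2E3 construct; higher means lower luciferase signal from less NR2E3 corepressor binding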
# Target sequence (Q9Y5X4 whole entry, looked up, the tested form may be a part): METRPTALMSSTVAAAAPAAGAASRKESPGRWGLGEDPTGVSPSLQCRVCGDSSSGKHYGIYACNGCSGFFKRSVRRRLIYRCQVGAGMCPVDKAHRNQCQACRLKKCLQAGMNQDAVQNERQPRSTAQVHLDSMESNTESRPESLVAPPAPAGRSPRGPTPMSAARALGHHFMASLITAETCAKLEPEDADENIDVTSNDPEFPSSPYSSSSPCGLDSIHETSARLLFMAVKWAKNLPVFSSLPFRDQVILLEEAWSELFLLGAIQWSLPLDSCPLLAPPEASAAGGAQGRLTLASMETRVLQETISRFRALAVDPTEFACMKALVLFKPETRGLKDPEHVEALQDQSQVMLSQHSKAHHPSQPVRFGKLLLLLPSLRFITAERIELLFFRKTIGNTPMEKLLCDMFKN
# PDI inh: blocks human protein disulfide isomerase activity; P07237; PDI insulin aggregation turbidity, A650, 90 min; inhibition, % at 10 µM; 0.052% of 350,000 active; AID 588391;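 active = mean inhibition across replicates of 30% or more, whatever share of single replicates reach that level; inconclusive = mean inhibition below 30% while every single replicate reaches 30%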;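 also: absorbance from insulin aggregation driven by PDI reduction with DTT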
# Target sequence (P07237 whole entry, looked up): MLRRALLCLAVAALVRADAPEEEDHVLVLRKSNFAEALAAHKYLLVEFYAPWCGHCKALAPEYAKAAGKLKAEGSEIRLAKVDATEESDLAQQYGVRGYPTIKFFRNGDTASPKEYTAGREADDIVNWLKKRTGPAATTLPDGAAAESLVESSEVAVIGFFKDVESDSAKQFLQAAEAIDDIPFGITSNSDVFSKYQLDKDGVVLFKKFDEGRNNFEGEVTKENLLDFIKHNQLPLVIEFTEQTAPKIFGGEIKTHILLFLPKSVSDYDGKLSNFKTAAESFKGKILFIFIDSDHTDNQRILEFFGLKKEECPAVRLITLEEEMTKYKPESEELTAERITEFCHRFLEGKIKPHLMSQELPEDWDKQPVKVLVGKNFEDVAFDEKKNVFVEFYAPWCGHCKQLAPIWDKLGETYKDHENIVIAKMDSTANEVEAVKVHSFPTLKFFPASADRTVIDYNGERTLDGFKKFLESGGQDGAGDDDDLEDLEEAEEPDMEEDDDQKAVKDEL
# NR2E3 ag-2: NR2E3 (human) agonism | inhibition of corepressor binding, % at 4.78 µM | AID 2300 | 0.12% of 320,000 active | GST-NR2E3/biotin-RetCOR TR-FRET, 1536-well | Q9Y5X4;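 active = percent inhibition above the cutoff of mean plus 3 SD of all tested compounds, set per screening campaign, cut at about 20% in these data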;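 also: 0% = DMSO wells and 100% = biotin wells as full block of FRET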
#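 System: GST-NR2E3 and biotin-RetCOR proteins; probe or stimulus: 7 nM biotin-RetCOR; doses: compound at 4.8 µM, single dose; schedule: Compound–protein incubation for 5 h at 4 °C; detection: time-resolved FRET; read-out: percent inhibition; controls: biotin wells as high control, 0.6% DMSO wells as low control; format: 1536-well plates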
# Granule exo inh: lytic granule exocytosis inhibition. TALL-104 LAMP-1 surface exposure, flow cytometry; cells stimulated with thapsigargin and PMA. inhibition, % at 10 µM. 0.66% of 360,000 active;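 active = inhibition above about 55%, limit read from the data; inconclusive = no clear call, values can overlap the other calls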
# Peg3 promoter: reduces Peg3 promoter-driven luciferase expression in HeLa; inhibition, % at 20 µM; 1.7% of 360,000 active; HeLa PEG-Prom luciferase reporter, luminescence, overnight;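 active = inhibition of at least 50% at 20 µM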
# Vif inh: blocks HIV Vif function | HEK293T cells, Vif self-association by quenched fluorescence, imaging, 24 h | inhibition, % at 7.49 µM | 0.35% of 340,000 active | AID 602346; in the data active = inhibition above about 50%, passing the limit was not always enough; inconclusive = no clear call, values can overlap the other calls; inactive = below about 31%; also: some results filed as inactive read as strong as hits
# MITF TRPM1 inh: inhibitors of MITF-driven TRPM1 promoter in melanoma cells. SK-MEL-5 TRPM1 promoter luciferase, 24 h. 0.83% of 330,000 active. inhibition, % at 12.5 µM;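 active = mean inhibition across replicates of 60% or more, whatever share of single replicates reaches that level; inconclusive = some that reach 60%, reason not given; inactive = mean inhibition across replicates below 60%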; also: values of inactives mirror those of a sister screen read the other way
# * marks the source's active call; other numbers are inactive results; ? = inconclusive; / = not tested or not shown. This is a random part of the collection; about 3.5% have a hit in one of these screens.
# Below each SMILES – iPSC survival up	aDG glyco up	HIF-2a block	CaV13 ICDI inh	NR2E3 ag-1	PDI inh	NR2E3 ag-2	Granule exo inh	Peg3 promoter	Vif inh	MITF TRPM1 inh
> Cc1cccc(NC(=S)NC2CC3C=CC2C3)c1 (configuration not stated)
  -0.7	0.1	-75	-18	-21	5	-3	-5	-17	5	-7
> Cc1ccc(O)c(-c2cc(-c3ccccc3C)[nH]n2)c1
  -2.1	0.2	-130	-4	-55	8	/	4	-39	2	14
> O=C(O)CSCNC(=O)CC12CC3CC(CC(C3)C1)C2
  -0.9	0.2	10	-6	9	12	-4	11	1	-7	4
> CN(C)c1ccc(C(CNC(=O)COc2ccc(Cl)cc2)N2CCCC2)cc1 (configuration not stated)
  -0.7	0.3	8	-7	-3	6	-1	-2	-12	3	-25
> COc1cc2c(cc1OC)C(C)N(C(=O)Nc1ccc(F)cc1)CC2 (configuration not stated)
  0.4	-0.1	6	-4	-13	6	-3	-10	19	4	21
> COc1ccc([C@H]2CC(=O)C=C(c3cccc(Cl)c3)C2)cc1OC
  -0.4	0.4	-4	-11	13	-5	4	1	15	-17	0
> CC1CCCCC1NC(=O)c1ccc(NC2=NC3CS(=O)(=O)CC3S2)cc1 (configuration not stated)
  -0.1	0.0	9	-15	-17	-2	-2	3	16	27	3
> CCOC(=O)N1CCC(NC(=O)c2cc(C(=O)NCc3cccc(Cl)c3)ccc2CO)CC1
  -0.2	-0.2	0	-6	7	5	0	-4	16	-1	20
> COC(=O)[C@H](CCSC)NC(=O)Cn1cnc2c(OCc3ccccc3)ncnc21
  0.5	-0.2	-33	-6	-14	10	/	-2	-15	0	-17
> Cc1nc2ccc(-c3nc4cc(N)ccc4o3)cc2[nH]1
  -4.5	-0.1	7	/	-102	-4	-1	-2	-115	-5	7
> Cc1cc2cc(CN(CCN3CCOCC3)C(=O)Nc3ccccc3F)c(=O)[nH]c2cc1C
  0.7	-0.4	7	-7	-30	2	3	-2	19	-15	5
> CC(=O)Nc1ccc(OCC(O)CN2CCN(c3ccc(C)c(Cl)c3)CC2)cc1 (configuration not stated)
  -1.4	0.2	-5	/	-13	-1	1	-7	11	-2	-9
> CC(=O)CC(=O)NC1CCc2ccccc21 (configuration not stated)
  -1.5	0.1	3	-7	6	-3	/	3	-11	3	11
> C=C(c1ccccc1Cl)[n+]1ccccc1
  -0.4	-0.2	10	-8	1	-2	1	-3	12	0	-7
> COc1cc(C23CCCN(CCC(C(C)(C)C)C2)C32OCCO2)cc(OC)c1OC (configuration not stated)
  -0.2	-0.2	6	-2	-32	/	/	7	/	/	/
> CCOC(=O)Nc1ccc2c(c1)N(C(=O)CN(C)C)c1ccccc1S2
  8.8	0.3	3	-6	8	12	/	2	4	-1	/
> CN(C)S(=O)(=O)c1cccc(NC(=O)c2sccc2-c2ccccc2)c1
  1.0	-0.1	4	/	-10	1	/	0	12	-4	11
> CCN(CC)C(=S)SCC(=O)c1ccc(Br)cc1
  -0.8	0.1	-220	-17	-80	2	5	-2	-132	6	-30
> CCC(=O)Nc1ccc(C(=O)NNC(=O)C2CCCCC2)cc1
  0.3	1.5	5	/	-8	3	/	19	17	-4	-5
> C[C@H]1CN([C@@H](C)CO)C(=O)CCCn2cc(nn2)CO[C@@H]1CN(C)S(=O)(=O)c1cccc(F)c1
  -0.6	0.2	5	-10	-24	0	/	-2	9	/	/
> O=C(NC(=S)NC1CCCCCCCCCCC1)c1cccnc1
  -1.0	0.2	20	/	-1	-7	-1	-8	23	4	2
> O=c1oc(CCCO)cc2ccc(/C=C/c3cccc([N+](=O)[O-])c3)cc12
  0.3	0.5	-318	-6	-62	1	3	4	-426	-5	-90
> Cc1nc(SCc2ccc(O)c([N+](=O)[O-])c2)c([N+](=O)[O-])[nH]1
  -0.8	-0.1	10	-5	19	17	-1	-3	-8	5	14
> O=C(COC(=O)c1ccc([N+](=O)[O-])cc1)NC12CC3CC(CC(C3)C1)C2
  0.3	0.2	15	-4	0	6	/	2	11	13	/
> Cc1cccc(C)c1OCc1cc(C(=O)N2CCN(c3ccccn3)CC2)no1
  0.6	-0.2	-146	-2	-65	2	-4	17	-150	6	-47
> CN(Cc1ccccc1)C(=O)COC(=O)c1cncc(Br)c1
  -0.5	-0.2	13	1	-5	2	3	-2	8	-5	17
> COc1cccc(CNc2ccc3[nH]c(=O)[nH]c3c2)c1OCc1ccccc1Cl
  -0.3	-0.3	20	-3	4	-2	3	12	28	0	8
> COc1ccc(CC(=O)N2CCC(n3nccc3NC(=O)C3CC3)CC2)cc1
  0.1	0.2	0	-6	-20	10	1	2	-9	2	-9
> O=C(NCc1cccc(Br)c1)C1CC(c2ccc(C(F)(F)F)cc2)=NO1 (configuration not stated)
  -1.1	-0.1	4	-11	-17	-8	4	10	9	?	3
> COc1ccc2c(c1OC)C(=O)N(c1cccc(C)c1)C2
  -4.4	0.0	-153	0	-136	11	4	-2	-221	4	-53
> C=CC[C@@H](Cc1ccc(F)cc1)C(=O)OC[C@H]1CCCN1C(=O)[C@@H](CC=C)CC(=O)N[C@@H](CO)Cc1ccccc1
  1.0	0.0	-6	-5	0	10	/	2	12	-9	3
> CCOc1ccccc1C(=O)N1CCC(n2nnc3cc(C(F)(F)F)ccc32)CC1
  -3.3	0.4	12	-7	6	7	1	1	28	-5	12
> NC(=S)N/N=C\c1c(OCc2ccccc2Cl)ccc2ccccc12
  -1.4	1.1	-10	-4	94*	-2	2	30	17	-17	45
> O=C(CCS(=O)(=O)c1cccs1)N1CCN(c2ccc(F)cc2)CC1
  -1.3	0.0	-96	-4	-33	-6	-8	3	-75	6	-19
> COc1ccc(S(=O)(=O)N(C)C[C@@H]2OCCCC[C@H](C)Oc3ccc(NC(=O)Nc4ccc(C(F)(F)F)cc4)cc3C(=O)N([C@H](C)CO)C[C@H]2C)cc1
  -4.7	-0.7	1	-8	-1	4	/	-1	1	-15	/
> COc1cccc(-c2nnc(SCC(=O)N3CCCC3=O)n2-c2ccccc2)c1
  -1.1	0.2	1	-9	-25	15	-1	-2	3	9	2
> CN1CCN(S(=O)(=O)c2cccc(S(=O)(=O)c3cccc(S(=O)(=O)N4CCN(C)CC4)c3)c2)CC1
  1.7	-0.5	2	-8	3	-5	0	-1	6	10	-9
> CCn1c(SCC(=O)Nc2cc(C)on2)nc2c1c(=O)n(C)c(=O)n2C
  -0.3	-0.1	2	-7	12	-4	-1	2	14	-1	-1
> CC(C)C[C@H](NC(=O)OC(C)(C)C)C(=O)NCC1CCC(C(=O)N[C@@H](Cc2ccccc2)C(=O)O)CC1 (some centres not stated)
  -0.7	-0.2	11	-5	-7	-6	-2	4	-1	-14	10
> COC(=O)C1=C(C(=O)OC)[C@@H]2N(C)c3ccccc3[C@@]23C[C@@H](C(=O)OC)N(C(C)=O)C3=N1
  4.1	0.2	19	-10	-1	-5	3	-1	-11	-8	-8
> Cc1cc(/C=N/NC(=O)C(O)(c2ccccc2)c2ccccc2)c(C)n1-c1ccc(C(=O)O)cc1
  0.7	-0.4	13	-6	3	-1	2	6	15	0	-11
> O=C(CN1C(=O)NC(Cc2c[nH]c3ccccc23)C1=O)NCCc1ccc(F)cc1 (configuration not stated)
  -0.8	0.0	26	-17	0	-7	1	-5	8	1	17
> COc1ccc(OC)c(C(=O)NC(CC(N)=O)c2ccc(N3CCN(c4ccccn4)CC3)c([N+](=O)[O-])c2)c1 (configuration not stated)
  3.7	-0.2	12	-5	12	-2	-2	-4	-1	1	-3
> COc1ccc([N+](=O)[O-])cc1NCc1ccccc1
  4.3	0.7	-81	-3	-46	-5	-4	7	-20	2	-15
> Cc1nn(C(C)(C)C)c(C)c1/C=N/OC(=O)Nc1ccc(Cl)c(Cl)c1
  -0.7	0.1	94*	-19	92*	-1	-2	-4	106*	5	53
> CC(C)COC(=O)CNc1n[nH]c(=S)[nH]c1=O
  -0.1	-0.2	11	-9	-5	-3	1	6	6	/	1
> CCCc1nnc(NC(=O)CCC(=O)NC2CCCCCC2)s1
  -0.4	-0.4	13	-7	-35	-9	0	-12	2	6	-15
> CC(C)(C)NC(=O)C1CCN(C(=O)c2ccc(Br)cc2)CC1
  -2.7	0.1	-1	-5	-2	3	1	-3	-6	1	5
> COc1ccc(NC(=O)c2ccc(N3CCOCC3)nc2)cc1
  -0.5	0.1	-47	/	-31	-2	1	0	-29	-5	-10
> CCCC(C)C(=O)Nc1ccc(S(=O)(=O)Nc2nccc(C)n2)cc1 (configuration not stated)
  0.2	-0.2	16	-3	-19	-1	3	3	4	-8	6
> O=C(NCc1ccc2c(c1)OCO2)c1cc(-c2ccccc2)on1
  -1.0	-0.1	-49	/	-24	-4	0	-4	-15	/	-10
> COc1cccc(-c2nn(-c3ccc(F)cc3)cc2C(=O)NCC2CCCO2)c1 (configuration not stated)
  -0.3	-0.1	-14	-6	-7	-2	-6	14	-3	-1	-11
> NNC(=O)c1cc2nc(-c3cccs3)cc(C(F)(F)F)n2n1
  0.7	-0.2	14	-5	7	-3	-2	-3	-3	-8	-35
> O=C1Nc2ccccc2NC(c2ccc3c(c2)OCO3)=C1N(Cc1ccc(F)cc1)C(=O)c1ccco1
  -0.8	0.0	4	-7	-29	/	/	-7	/	/	/
> COc1cc(NC(=O)C2CCCN2C(=O)OCc2ccccc2)cc(OC)c1 (configuration not stated)
  -1.1	-0.2	1	-5	4	21	-2	-3	21	9	7
> Brc1ccc(CSc2ccc3nnc(-c4cccnc4)n3n2)cc1
  0.8	-0.1	11	0	-37	-4	5	-2	27	-5	-9
> COc1ccc(NC(=O)COC(=O)CN2C(=O)C3CCCCC3C2=O)cc1 (configuration not stated)
  -0.6	-0.1	4	-11	-8	0	/	3	14	/	/
> CC(=O)Nc1ccc(-c2csc(NC(=O)CN3C(=O)NC4(CCCC4)C3=O)n2)cc1
  -0.4	-0.3	6	-5	-30	4	-1	-1	-4	3	3
> O=C(NCCc1ccc(F)cc1)N1CCOCC1
  7.0	-0.2	-58	-4	-28	-7	-4	-1	-30	-2	-18
> Cc1ccc(C)c(-n2c(-c3ccncc3)n[nH]c2=S)c1
  -0.7	-0.1	2	6	5	-12	1	5	5	4	5
> CC(=O)c1nnn(-c2cccc(C#N)c2)c1C
  0.9	0.0	11	-20	22	-1	-1	1	3	-5	-6

# Bioassay records as filed in PubChem BioAssay.
